Source: PubChem BioAssay (several laboratories)
HIV peptide binding = inhibitors of HIV fusion peptide binding, primary screen, biochemical, uHTS, fluorescence dequenching (AID 1986) | inhibition, % at 20 µM, or IC50 in µM where a hit was titrated | cell-free peptide binding, fluorescence dequenching, 30 min; higher % means a stronger effect | 290,000 compounds, 0.3% hits; in the data active = inhibition mostly above about 52%, no sharp cut-off; inactive = mostly below about 76%; note: some results filed as inactive read as strong as hits
NS5 inhibitors = Dengue-2 NS5 methyltransferase inhibitors, primary screen, biochemical, confirmation dose response (AID 588689) | Genome polyprotein (Dengue virus type 2 (strain 16681-PDK53)) | Dengue-2 NS5 methyltransferase capping enzyme assay, biochemical; higher % means a stronger effect | 340,000 compounds, 0.3% hits | inhibition, % at 25 µM; hits with a dose series show IC50 in µM; in the data active = a potency from the dose series; inconclusive = inhibition above about 29% without an active follow-up result
GPR55 LPI antagonism = GPR55 antagonists blocking LPI-driven arrestin recruitment, primary screen, imaging, U2OS, beta-arrestin-GFP, LPI agonist (AID 2013); inhibition, % at 10 µM, or IC50 in µM where a hit was titrated; U2OS GPR55 beta-arrestin-GFP translocation imaging, LPI antagonism; higher % means a stronger effect; 290,000 compounds, 0.13% hits; G-protein coupled receptor 55 (Homo sapiens);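 active = spots per cell inhibited over 60%, with over 100 cells counted and total cytoplasm intensity under 500,000; inconclusive = wells with under 100 cells, flagged as likely toxic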;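 note: U2OS cells stably carrying GPR55 and arrestin-GFP stimulated by 5 µM LPI near EC80; imaged beta-arrestin-GFP aggregate spots per cell after agonist stimulation; plate controls were LPI-stimulated DMSO wells for no effect and DMSO wells without LPI for full effect; some results filed as inactive read as strong as hits; confirmed hits need IC50 under 10 µM and bright autofluorescent wells are also inconclusive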
West Nile antiviral = West Nile virus antiviral activity, cell-based, CPE readout (AID 1621) | CPE inhibition, % at 10 µM; hits with a dose series show IC50 in µM | 290,000 compounds, 0.02% hits | West Nile virus-infected cells, CPE inhibition; higher % means a stronger effect; in the data active = a potency from the dose series; inconclusive = CPE inhibition mostly from about 3.7% at the one dose, without a potency; inactive = the rest, 99 in 100 with CPE inhibition below about 2.2%; note: strong numbers were not always called active
KOR beta-arrestin-1 = KOR antagonists, beta-arrestin recruitment, cell-based, luminescence, uHTS (AID 1778) | Kappa-type opioid receptor (Homo sapiens) | KOR beta-arrestin recruitment, luminescence, antagonist mode; higher % means a stronger effect | inhibition, % at 10 µM; hits with a dose series show IC50 in µM | 290,000 compounds, 0.091% hits; in the data active = inhibition above about 50%; note: strong numbers were not always called active
GPR55 beta-arrestin = GPR55 agonists via beta-arrestin recruitment, primary screen, imaging, U2OS cells, beta-arrestin-GFP redistribution (AID 1961); G-protein coupled receptor 55 (Homo sapiens); U2OS GPR55 beta-arrestin-GFP redistribution imaging; higher % means a stronger effect; one-dose activation, % at 10 µM; EC50 in µM for titrated hits; 290,000 compounds, 0.048% hits;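 active = activation above 40% with more than 50 cells counted in the well; inconclusive = wells holding fewer than 50 cells, flagged as toxic or sparse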;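 note: U2OS osteosarcoma cells stably expressing GPR55 and beta-arrestin-GFP; plate controls were DMSO negative control for no effect and LPI positive control for full effect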
KOR beta-arrestin-2 = KOR agonists, beta-arrestin recruitment, primary screen, cell-based, luminescence, uHTS (AID 1777); Kappa-type opioid receptor (Homo sapiens); KOR beta-arrestin recruitment, luminescence; higher % means a stronger effect; activation, % at 10 µM; hits with a dose series show EC50 in µM; 280,000 compounds, 0.02% hits; in the data active = activation above about 50%, passing the limit was not always enough; note: a part of the inactive calls stands beside numbers as strong as those of hits
NOD1 NF-kB reporter = NOD1 signaling inhibitors, primary screen, cell-based, luminescence, uHTS (AID 1578); one-dose inhibition, % at 4 µM; EC50 in µM for titrated hits; 290,000 compounds, 1% hits; NOD1-driven NF-kB luciferase reporter cells, luminescence; higher % means a stronger effect; in the data active = inhibition mostly above about 36%, no sharp cut-off; inactive = mostly below about 34%;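 note: HEK-293T reporter cells stimulated with the NOD1 agonist gamma-tri-DAP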
GPR35 antagonists = GPR35 antagonists blocking zaprinast-driven arrestin recruitment, primary screen, imaging, U2OS, beta-arrestin-GFP, zaprinast agonist (AID 2058). G-protein coupled receptor 35 (Homo sapiens). U2OS GPR35 beta-arrestin-GFP translocation imaging, zaprinast antagonism; higher % means a stronger effect. inhibition, % at 10 µM, or IC50 in µM where a hit was titrated. 290,000 compounds, 0.052% hits;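 active = inhibition of at least 50% with at least 30 cells and total cytoplasm GFP at most 10,000,000; inconclusive = under 30 cells or total GFP of 10,000,000 plus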
Active calls of the source: *; ? = inconclusive; · = no result given; [ ] = another dose, or the depositor's remark. These rows are one share of the data. The share of hits here may be higher or lower than overall.

mol | HIV peptide binding | NS5 inhibitors | GPR55 LPI antagonism | West Nile antiviral | KOR beta-arrestin-1 | GPR55 beta-arrestin | KOR beta-arrestin-2 | NOD1 NF-kB reporter | GPR35 antagonists
O=C(CCN1CCOCC1)NNC(=O)Nc1cccc([N+](=O)[O-])c1 | 1.3% | 0.0% | 7.8% | 1.3% | -24.8% | -0.1% | 1.2% | -14.3% | 9.6%
O=C(O)CC1(CC(=O)Nc2ccccc2N2CCOCC2)CCCC1 | -1.3% | 9.9% | -7.4% | -0.1% | 5.5% | 0.8% | 3.0% | -5.5% | -3.5%
CN(c1cccc(NC(=O)Cc2ccccc2)c1)S(C)(=O)=O | 1.6% | -0.7% | -5.4% | 0.5% | -5.6% | 0.0% | -1.6% | -16.5% | 10.4%
FC(F)(F)c1ccc(-c2noc(CN3CCCN(C4CCCCC4)CC3)n2)cc1 | 0.8% | -16.2% | 3.0% | -1.8% | -25.5% | -0.2% | -4.3% | -4.8% | 4.0%
Oc1ccc(/C(Cc2ccccn2)=N\Nc2ccccc2)c(O)c1 | 4.6% | -3.0% | 0.1% | -0.1% | 23.7% | 0.5% | -6.2% | -33.8% | 4.6%
S=c1[nH]nc(-c2cccnc2)n1-c1ccccc1 | -3.3% | -4.8% | 2.7% | -0.7% | 5.8% | -0.3% | -1.6% | 2.1% | 5.5%
Cc1cc(/C=C2\SC(=S)NC2=O)c(C)[nH]1 | 44.9% | -53.0% | -8.9% | 0.6% | -59.1%[20 µM] | -0.1% | -6.7% | -37.7% | -6.5%
O=C(NNc1nc2ccccc2nc1C(F)(F)F)c1ccccc1 | -3.3% | -4.9% | -2.2% | ? | -0.5% | 0.3% | -0.8% | 3.5% | 16.6%
C=CCn1c(-c2ccccc2[N+](=O)[O-])n[nH]c1=S | -1.5% | -1.5% | 3.4% | -0.1% | 16.0% | 0.5% | -4.3% | 16.4% | 1.8%
Cc1cc(=O)oc(C)c1C(=O)Nc1cccc2ccccc12 | 1.2% | -6.2% | -10.4% | -0.1% | -8.0% | -0.1% | 3.1% | -1.6% | 16.2%
Cc1cc2c(ncn2C)c(NS(=O)(=O)c2cc(Cl)ccc2Cl)c1C | 2.1% | -5.7% | 22.2% | -0.8% | 0.2% | -0.3% | -2.4% | -25.7% | -6.8%
COC(=O)[C@@H]1C[C@H]2CC[C@H](O)C[C@H]2N1Cc1ccccc1OS(=O)(=O)c1ccc(C)cc1 | 0.8% | -20.4% | 1.4% | -0.5% | -30.5% | -0.1% | 6.2% | -1.8% | -0.1%
CCNC(=O)Nc1ccc(S(=O)(=O)Nc2cnc(C)nc2C)cc1 | -1.3% | -6.6% | 2.5% | 0.1% | -1.4% | -0.2% | 2.1% | -0.8% | -9.7%
O=C(O)c1ccc(CSc2n[nH]c(-c3ccco3)n2)cc1 | 46.8% | 13.3% | 21.4% | 0.2% | -7.0% | -0.1% | 4.0% | -24.4% | -3.2%
COc1ccccc1CNC(=O)CCc1ccccc1 | -0.2% | -6.1% | -8.6% | -0.5% | 16.2%[20 µM] | -0.2% | -3.3% | -21.4% | 12.5%
CCn1c(SCC(=O)NC2CCCCC2)nnc1C(C)NC(=O)c1ccccc1F (stereo unspecified) | 0.4% | -1.5% | 8.6% | -0.8% | -13.3% | -0.2% | 3.1% | 15.0% | -8.5%
COc1ccc(NC(=O)CN2CCN(c3ccc(C)cc3C)CC2)cc1 | 1.6% | -2.3% | 14.0% | -0.3% | -14.5%[20 µM] | -0.3% | -3.6% | -15.6% | 3.0%
Cc1nc(SCC(=O)c2ccccc2)n[nH]1 | 3.4% | -21.0% | 10.0% | 0.2% | 2.3% | -0.1% | -0.7% | 31.2% | 7.7%
O=C(Cc1cccs1)N1CCC(c2nc3c(nnn3Cc3ccccc3Cl)c(=O)[nH]2)CC1 | -1.8% | -2.0% | 10.2% | 0.7% | -0.9% | -0.1% | 2.2% | 5.3% | -2.6%
CCOc1ccc(OCC(=O)c2c(O)c3ccccc3oc2=O)cc1 | 2.5% | 15.8% | -4.0% | 0.6% | -11.3% | -0.1% | 4.3% | -36.7% | 28.9%
CCOC(=O)c1[nH]c2ccccc2c1NC(=O)CCN1CC(C)OC(C)C1 (stereo unspecified) | 0.4% | -7.3% | 5.1% | -0.6% | 25.1% | 0.3% | -0.7% | 24.8% | 15.2%
COc1cccc(OC)c1C(=O)NC(=S)NCc1ccco1 | -0.7% | -4.4% | 8.8% | -0.2% | 0.4% | 0.4% | 0.0% | -22.2% | 6.4%
O=C(c1coc(=O)c2ccccc12)N1CCN(Cc2ccccc2)CC1 | -2.5% | 2.4% | 18.9% | · | -32.4% | 1.1% | -1.2% | 6.0% | 5.2%
O=C(NCc1ccco1)c1ccc2c(c1)N(Cc1ccc(Cl)cc1)CCS2 | 1.1% | 7.8% | 5.5% | 0.7% | -0.4% | -0.3% | 5.7% | -3.3% | 5.3%
O=C(NCCOCCNC(=O)OCc1ccccc1)OCc1ccccc1 | -1.2% | -2.3% | 12.3% | 0.4% | -20.1% | 0.1% | 1.0% | -13.3% | -12.3%

Looked up by structure from the entries so far, four records:
mol | HIV peptide binding | NS5 inhibitors | GPR55 LPI antagonism | West Nile antiviral | KOR beta-arrestin-1 | GPR55 beta-arrestin | KOR beta-arrestin-2 | NOD1 NF-kB reporter | GPR35 antagonists
Oc1ccc(/C(Cc2ccccn2)=N\Nc2ccccc2)c(O)c1 | 4.6% | -3.0% | 0.1% | -0.1% | 23.7% | 0.5% | -6.2% | -33.8% | 4.6%
CCn1c(SCC(=O)NC2CCCCC2)nnc1C(C)NC(=O)c1ccccc1F (stereo unspecified) | 0.4% | -1.5% | 8.6% | -0.8% | -13.3% | -0.2% | 3.1% | 15.0% | -8.5%
COc1ccccc1CNC(=O)CCc1ccccc1 | -0.2% | -6.1% | -8.6% | -0.5% | 16.2%[20 µM] | -0.2% | -3.3% | -21.4% | 12.5%
O=C(NCc1ccco1)c1ccc2c(c1)N(Cc1ccc(Cl)cc1)CCS2 | 1.1% | 7.8% | 5.5% | 0.7% | -0.4% | -0.3% | 5.7% | -3.3% | 5.3%

Other records.
mol | HIV peptide binding | NS5 inhibitors | GPR55 LPI antagonism | West Nile antiviral | KOR beta-arrestin-1 | GPR55 beta-arrestin | KOR beta-arrestin-2 | NOD1 NF-kB reporter | GPR35 antagonists
COc1ccccc1CNC(=O)C(Cc1c[nH]c2ccccc12)NC(=O)OCc1ccccc1 (stereo unspecified) | 0.6% | -3.7% | 17.1% | -1.0% | -8.1% | 0.3% | 1.6% | 10.6% | 18.2%
Cc1cc(NS(=O)(=O)c2ccc(NC(=O)C(F)(F)F)cc2)nc(C)n1 | 1.7% | 0.8% | 0.4% | 0.1% | -0.9% | 0.3% | 3.6% | -19.8% | -2.6%
COc1cccc(C2c3c(oc4ccc(F)cc4c3=O)C(=O)N2CCN2CCOCC2)c1OC (stereo unspecified) | 2.9% | -2.1% | 7.1% | 1.0% | -11.2% | 1.0% | -1.1% | -4.7% | 0.7%
COc1cc(NC(=O)CSCc2cnn(-c3ccccc3)c2-n2cccc2)cc(OC)c1 | 2.7% | -10.8% | 10.5% | 0.0% | 16.7% | -0.1% | -6.4% | 16.8% | -9.7%
COc1cc(C2CC(=O)N(CC(=O)NCC3CCCO3)c3ccccc3S2)cc(OC)c1OC (stereo unspecified) | 0.6% | · | -13.0% | 0.7% | -40.5% | 0.3% | -0.4% | -20.7% | -17.8%
CC1CC1C(=O)OCC(=O)Nc1cccc([N+](=O)[O-])c1 (stereo unspecified) | 0.1% | -6.3% | 9.6% | -0.6% | 3.7% | -0.2% | -1.5% | -27.3% | -10.9%
Cc1ccc(NC(=O)CCCC(=O)O)c(Br)c1 | 0.6% | -3.4% | 5.1% | 0.1% | -9.1% | -0.1% | -1.8% | -12.9% | 4.6%
Cc1ccccc1Cn1nc(C)c(NC(=O)C2(C)CC2(Cl)Cl)c1C (stereo unspecified) | 1.6% | -0.3% | -3.7% | -1.5% | -2.5% | -0.2% | 3.2% | -26.9% | 6.0%
CCN(CC)S(=O)(=O)c1ccc(Cl)c(NC(=O)CSc2nnc(-c3cccs3)o2)c1 | -1.2% | -11.0% | 0.3% | -1.2% | 6.2% | -0.3% | 8.0% | -4.5% | -3.4%
CCOC(=O)N1CCN(C(=O)c2c[nH]c3ccc(S(=O)(=O)N(C)c4cccc(C)c4)cc3c2=O)CC1 | 0.1% | -2.6% | -18.2% | 0.5% | -84.9% | -0.2% | -0.4% | -29.7% | -6.2%
Cn1c(C(=O)NCCc2c[nH]c3ccccc23)cc2sccc21 | 3.0% | -1.4% | 5.1% | -0.2% | 12.1% | 0.2% | -10.2% | -81.0% | 7.9%
Cn1c(CCNC(=O)c2ccc(Cl)c(Cl)c2)nnc1SCc1ccc(Cl)c(Cl)c1 | -1.8% | -0.8% | -0.7% | 0.1% | -67.7% | -0.3% | 3.9% | -15.0% | 5.4%
O=C(N1CCCCC1)N1CCN(S(=O)(=O)c2ccccc2)CC1 | 1.3% | -3.9% | 4.6% | 0.1% | 2.9% | -0.2% | -5.8% | -16.3% | -22.8%
CCCSc1nnc2n(N)c(=O)c3ccccc3n12 | -1.7% | 0.7% | 8.7% | -0.1% | -19.1% | 0.2% | -0.6% | 9.3% | 10.1%
O=C(NNC(=O)c1cc([N+](=O)[O-])ccc1Cl)c1cccnc1 | -1.3% | -7.7% | -0.7% | 0.0% | -7.3% | -0.1% | 4.3% | -19.9% | 15.3%
Cc1ccc(/C=N/n2c(-c3ccncc3)n[nH]c2=S)cc1 | -1.9% | · | -0.3% | 0.3% | 23.6% | 0.1% | -3.5% | 9.0% | 17.1%
COc1ccc(/C=N/NC(=O)CCn2cnc(-c3ccccc3)c2-c2ccccc2)cc1OC | -2.9% | · | 39.7% | -0.6% | -35.5% | 0.5% | -0.4% | -6.5% | 4.5%
CCn1c(SCC(=O)N=Nc2c(O)[nH]c3ccccc23)nc2ccccc21 | -1.5% | 2.2% | 17.6% | -0.5% | -27.6% | 6.8% | -1.2% | 7.9% | 8.3%
Cc1ccc2nc(NC(=O)C3CC(=O)N(Cc4ccco4)C3)sc2c1 (stereo unspecified) | -1.6% | -6.4% | -14.9% | -0.6% | -22.2% | 0.1% | -6.2% | -47.9% | -10.4%
CC(C)(C)NC(=O)c1nc2ccccc2s1 | -0.4% | -2.7% | -7.3% | 0.6% | -35.1% | -0.1% | 14.9% | -28.8% | 8.3%
O=C(CN1CCN(c2ccccn2)CC1)Nc1cc(F)ccc1F | -0.6% | 3.9% | 7.9% | -0.5% | -10.1% | -0.1% | -3.8% | -4.4% | -12.6%
